Compound activity: PubChem, Broad Institute
RAD54 branch – inhibitors of human RAD54 branch migration, primary screen, biochemical, fluorescence, single point; DNA repair and recombination protein RAD54-like (Homo sapiens), Q92698; RAD54 Holliday junction branch migration, FAM/BHQ fluorescence; inhibition, % at 10.4 µM; hit rate 0.14% among 360,000; AID 602329, 2012;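 active = mean normalized replicate activity at least 40 and at least half of replicates scoring 40 or more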;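 also: 0% = median of neutral control wells and 100% = median of positive control wells; inhibitors cause a drop in the FAM fluorescence signal; in these data hits start at about 50%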
esBAF inh – Bmi1 luciferase reporter increase in mESCs, primary screen, esBAF inhibitor project, mouse ES cells, Bmi1 luciferase knock-in, single point; AID 602393, 2012; hit rate 2% among 350,000; 24 h; 100% = twice the neutral-well signal; reporter increase, % at 12.5 µM; in the data active = activation above about 40%;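 also: 0% = median of the plate's neutral control wells and 100% = double that signal; a rise in the Bmi1 reporter signal indicates esBAF inhibition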
Xi reactivation – activators of inactive X chromosome reactivation, primary screen, imaging, XiGFP fibroblasts, GFP high-content imaging, set 2 | XiGFP mouse fibroblasts, % GFP-positive cells imaging, 3 d; cells co-treated with 5-aza-dC sensitizer; scaled so ellipticine positive control = 100% | activation, % at 7.58 µM | hit rate 0.055% among 360,000 | AID 743238, 2013;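 active = mean normalized replicate activation at least 10% and every replicate at or above 10%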;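 also: 0% = median of on-plate neutral control wells and 100% = ellipticine 6 µM median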
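System: 68-5-11 XiGFP fibroblast line; Timing: 3 days compound exposure; Compound dosing: one concentration, pinned; Benchmarks: positive control ellipticine, 6 µM final; Buffer or medium: DMEM containing 5-aza-dC.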
E-sel inducer – E-selectin induction in HUVECs, primary screen, imaging, HUVEC, immunofluorescence imaging, single point. normalized: neutral wells 0, TNF-alpha wells 100. P16581. activation, % at 7.58 µM. hit rate 0.37% among 260,000;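 active = mean E-selectin-positive cell signal at least 10% of the positive control, reached in at least 60% of replicates, without over 20% cell loss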;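 also: in these data hits start at about 27%; measured in HUVEC primary endothelial cells; signal is the percent of cells scored E-selectin positive by PE staining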
Target sequence (P16581 whole entry, looked up): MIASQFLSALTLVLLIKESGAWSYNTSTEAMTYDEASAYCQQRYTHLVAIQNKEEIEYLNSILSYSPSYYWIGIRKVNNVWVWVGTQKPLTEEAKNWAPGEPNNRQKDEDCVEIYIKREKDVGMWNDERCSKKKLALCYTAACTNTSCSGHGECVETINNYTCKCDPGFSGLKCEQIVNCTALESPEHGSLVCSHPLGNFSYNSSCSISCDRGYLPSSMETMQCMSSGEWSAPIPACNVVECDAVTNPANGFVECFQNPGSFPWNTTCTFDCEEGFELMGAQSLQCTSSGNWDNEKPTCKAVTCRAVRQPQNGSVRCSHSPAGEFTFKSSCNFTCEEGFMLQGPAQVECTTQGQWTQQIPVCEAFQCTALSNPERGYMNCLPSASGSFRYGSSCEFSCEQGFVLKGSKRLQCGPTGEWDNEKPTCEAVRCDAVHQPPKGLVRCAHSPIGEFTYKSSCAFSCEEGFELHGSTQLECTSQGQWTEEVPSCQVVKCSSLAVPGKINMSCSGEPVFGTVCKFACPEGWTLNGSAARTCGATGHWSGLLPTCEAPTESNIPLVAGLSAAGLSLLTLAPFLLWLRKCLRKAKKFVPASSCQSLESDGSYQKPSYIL
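System: HUVEC / Compound: single concentration / Signal: immunofluorescence imaging / Read-out: percent E-selectin-positive cells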
EWS-Fli inh – EWS/Fli-driven NR0B1 reporter inhibitors, primary screen, A673 cells, NR0B1 luciferase, luminescence, MLPCN library. hit rate 0.67% among 350,000. inhibition, % at 12.6 µM. viability-normalised;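 active = mean inhibition of at least 50% after viability correction, with every replicate also passing that limit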;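 also: firefly luciferase signal divided by Alamar Blue viability fluorescence both relative to DMSO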
FN deposit inh – inhibitors of fibronectin matrix deposition, primary screen, AH1F cells, Alexa488-fibronectin fluorescence, plate reader | inhibition, % at 12.6 µM | hit rate 0.086% among 350,000 | AID 743247, 2014 | AH1F fibroblasts, overnight;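 active = mean inhibition across replicates of 30% or more, regardless of how many single replicates reach that level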;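 also: positive control wells lacked labelled fibronectin entirely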
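Assay system: AH1F fibroblasts / Quantity: 10000 cells per well / Medium: DMEM plus 2% serum, read in PBS / Reagent: labelled fibronectin 24 nM / Dosing: single dose, pinned / Times: 1 h cell attachment, overnight exposure to compound and label / Signal: fluorescence, ex 485 nm, em 525 nm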
RAD52 anneal inh – RAD52 DNA annealing inhibitors, primary screen, biochemical, FRET, single point, set 2 | AID 651710, 2012 | inhibition, % at 18.7 µM | recombinant RAD52 DNA annealing, FRET fluorescence | hit rate 0.46% among 360,000 | DNA repair protein RAD52 homolog (Homo sapiens), P43351;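 active = every replicate showing at least 50% inhibition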
S100A4 inh HTS – inhibitors of S100A4-myosin IIA peptide binding, primary screen, biochemical, fluorescence polarization, TAMRA-MyoIIA peptide; Protein S100-A4 (Homo sapiens), P26447; inhibition, % at 10.7 µM; hit rate 0.14% among 360,000; AID 652163, 2013;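 active = mean inhibition of at least 70% across replicates, with every replicate also reaching that level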
Target sequence (P26447 whole entry, looked up): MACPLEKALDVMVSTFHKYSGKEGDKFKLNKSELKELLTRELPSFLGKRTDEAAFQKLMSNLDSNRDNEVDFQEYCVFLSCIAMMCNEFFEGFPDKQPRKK
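Material: S100A4 monomer protein / Buffer or medium: 50 mM HEPES pH 7.2, 10 mM CaCl2, 100 mM KCl / Times: 5 min incubation before reading / Benchmarks: neutral control DMSO, positive control TFP / Reagent: labelled myosin peptide probe, 5 nM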
Starred values were filed as active, the others as inactive; i = inactive; nt = not tested or not shown.

smiles	esBAF inh	EWS-Fli inh	Xi reactivation	S100A4 inh HTS	E-sel inducer	RAD52 anneal inh	RAD54 branch	FN deposit inh
O=C(NCc1ccc(F)cc1)c1cnccn1	1	2	0.3	5	0.5	2	9	4
CCCC(CNC(C)=O)(C1=CCCCC1)c1ccccc1 (configuration not stated)	nt	3	0.1	-2	-0.1	-4	nt	3
Cc1cccc(NC(=O)c2ccc(S(=O)(=O)N3CCCCC3)cc2)n1	11	-7	0.0	15	nt	2	-10	38*
COc1cccc(-c2ccc([C@H]3[C@@H](CO)N4CCCCN(C(=O)c5ccc6c(c5)OCO6)C[C@H]34)cc2)c1	nt	9	-0.1	4	1.6	-48	9	nt
C[C@H]1CN([C@@H](C)CO)C(=O)c2ccccc2-c2ccccc2CO[C@H]1CN(C)Cc1cccc(C(F)(F)F)c1	nt	10	0.0	5	2.6	8	nt	-21
COc1ccc(C(=O)N2CCNC(=O)C2)cc1S(=O)(=O)Nc1ccc(Br)cc1	-3	2	0.1	-5	nt	-198	9	5
C[C@H](CO)N1C[C@H](C)[C@H](CN(C)C(=O)C2CCCCC2)Oc2ncc(-c3ccccc3)cc2C1=O	-6	3	-0.7	3	0.8	-6	-3	nt
Cc1ccc(C(=O)NCC(=O)OCc2cccc(Br)c2)cc1	9	-15	-0.2	-1	0.6	-2	-1	1
Cc1cc(C(=O)Nc2cccc3c2O[C@@H](CN(C)Cc2ccc(Oc4ccccc4)cc2)[C@H](C)CN([C@@H](C)CO)C3=O)n(C)n1	-8	-4	0.3	-4	-9.1	7	-1	nt
CCN(C(=O)CSc1nc2ccccc2o1)c1c(N)n(Cc2ccccc2)c(=O)[nH]c1=O	1	-4	0.0	14	-0.2	-171	-5	-2
Cc1ccc(OCCOC(=O)CCc2nc3ccccc3c(=O)[nH]2)cc1	-1	-1	0.1	-2	1.7	-28	0	3
C[C@H](CO)N1C[C@H](C)[C@@H](CN(C)C(=O)Nc2ccc(C(F)(F)F)cc2)Oc2ccc(NS(=O)(=O)c3ccc(F)cc3)cc2CC1=O	2	-2	-1.1	-6	0.2	-16	-6	nt

More structures follow:
smiles	esBAF inh	EWS-Fli inh	Xi reactivation	S100A4 inh HTS	E-sel inducer	RAD52 anneal inh	RAD54 branch	FN deposit inh
COc1ccc(CNC(=O)C2CCCN(S(=O)(=O)c3ccc(Br)s3)C2)cc1 (configuration not stated)	9	14	0.4	3	-0.1	-13	-2	8
CCC(=O)NC[C@@H]1N[C@@H](CO)[C@H]1c1ccc(-c2cccc(C#N)c2)cc1	-5	3	0.2	-8	0.1	-140	3	6
CC(C)Oc1ccc(S(=O)(=O)N2CCCCC2)cc1NC(=O)C1=NN(c2ccccc2)C(=O)CC1	8	16	0.1	4	3.5	-6	3	-13
O=C1[C@@H](Oc2ccccc2)[C@@H](c2cccnc2)N1c1ccccc1	2	8	-0.2	-1	nt	-2	-3	-4
COc1ccc(-c2nnc(NC(=O)c3c(OC)cccc3OC)s2)cc1	0	-10	0.1	7	nt	-5	2	0
Cc1cc(C)cc(NC(=O)CSc2nncn2-c2ccccn2)c1	-1	-5	0.0	-12	nt	-16	-1	9
COc1ccc(CNC(=O)C[C@H]2C[C@H](C(=O)N3CCOCC3)[C@@]3(CCC4CCCC4)c4[nH]c5cc(CCC(=O)N(C)C)ccc5c4CCN3C2=O)cc1OC	10	5	-0.1	5	-0.8	-9	0	nt
CCC(C)NCCOCCOc1ccc(C)cc1OC (configuration not stated)	0	1	0.7	23	nt	-13	2	5
O=C(COc1ccc(/C=N/NC(=O)c2ccncc2)cc1)Nc1cccc([N+](=O)[O-])c1	-1	-47	0.4	-3	11	-2	-8	5
O=C1C2CCCCC2C(=O)N1Cc1ccccc1 (configuration not stated)	5	-9	0.0	12	-0.5	-12	nt	1
O=C(Nc1nnc(-c2ccccc2F)s1)C1CCN(S(=O)(=O)c2ccc(Cl)cc2)CC1	nt	15	0.0	3	nt	-13	nt	1
COc1cccc(-c2ccc([C@H]3[C@H]4CN(C(=O)C5CCCCC5)CC(=O)N4[C@H]3CO)cc2)c1	nt	-8	0.1	11	0.0	-6	nt	nt

4 compounds already listed, ordered by SMILES length, low to high:
smiles	esBAF inh	EWS-Fli inh	Xi reactivation	S100A4 inh HTS	E-sel inducer	RAD52 anneal inh	RAD54 branch	FN deposit inh
CCC(C)NCCOCCOc1ccc(C)cc1OC (configuration not stated)	0	1	0.7	23	nt	-13	2	5
O=C(Nc1nnc(-c2ccccc2F)s1)C1CCN(S(=O)(=O)c2ccc(Cl)cc2)CC1	nt	15	0.0	3	nt	-13	nt	1
CCC(=O)NC[C@@H]1N[C@@H](CO)[C@H]1c1ccc(-c2cccc(C#N)c2)cc1	-5	3	0.2	-8	0.1	-140	3	6
COc1ccc(CNC(=O)C[C@H]2C[C@H](C(=O)N3CCOCC3)[C@@]3(CCC4CCCC4)c4[nH]c5cc(CCC(=O)N(C)C)ccc5c4CCN3C2=O)cc1OC	10	5	-0.1	5	-0.8	-9	0	nt

More structures:
smiles	esBAF inh	EWS-Fli inh	Xi reactivation	S100A4 inh HTS	E-sel inducer	RAD52 anneal inh	RAD54 branch	FN deposit inh
COC(=O)COc1cccc(NC(=O)c2ccc(Cl)cc2)c1	nt	5	0.1	1	nt	-6	nt	-1
C/C(CCCO)=N/Nc1ccc([N+](=O)[O-])cc1[N+](=O)[O-]	nt	-1	-0.2	2	8.1	-8	nt	-4
O=C(COC(=O)C1CCN(c2ccc(C(F)(F)F)cn2)CC1)NCCc1ccccc1	nt	2	-0.1	-1	0.2	-12	-7	nt
COc1ccccc1CN(C)CC(=O)Nc1ccc(Cl)cc1F	nt	-2	0.2	4	0.8	-16	nt	6
Cc1ccc(OCC(=O)NS(=O)(=O)c2ccccc2)cc1	-2	-3	0.0	-1	nt	-6	-5	-7
CC(=O)c1nnn(-c2cccc(C#N)c2)c1C	-6	-11	0.0	3	0.4	-6	5	-3
Cc1ccc(C)c(-n2c(-c3ccncc3)n[nH]c2=S)c1	nt	8	0.0	1	2.6	-20	nt	-5
O=C(COc1ccccc1)Nc1nnc(-c2ccccc2Cl)o1	-1	nt	-0.1	6	-0.3	-12	6	1
O=C1Nc2ccccc2NC(c2ccc3c(c2)OCO3)=C1N(Cc1ccc(F)cc1)C(=O)c1ccco1	nt	-2	0.1	-3	11	-21	nt	7
O=C(N[C@@H]1CC[C@H](CCNS(=O)(=O)c2ccc(Cl)cc2)O[C@H]1CO)c1cnccn1	4	5	-0.4	3	-1.0	-20	3	nt
Brc1ccc(CSc2ccc3nnc(-c4cccnc4)n3n2)cc1	nt	20	-0.1	1	-3.8	-13	nt	-5
COc1ccc(NC(=O)COC(=O)CN2C(=O)C3CCCCC3C2=O)cc1 (configuration not stated)	6	2	-0.1	-6	-0.2	-72	5	3

Following part:
smiles	esBAF inh	EWS-Fli inh	Xi reactivation	S100A4 inh HTS	E-sel inducer	RAD52 anneal inh	RAD54 branch	FN deposit inh
CC(=O)Nc1ccc(-c2csc(NC(=O)CN3C(=O)NC4(CCCC4)C3=O)n2)cc1	-8	2	0.3	-2	nt	-3	-7	7
CC(=O)c1ccc(-c2[nH]c3ccccc3c2CCN2C(=O)c3ccccc3C2=O)cc1	-1	-1	0.0	0	-0.1	-5	0	nt
CCS(=O)(=O)Nc1ccc2c(c1)C(=O)N(C)C[C@H](OC)[C@H](C)CN(C)[C@@H](C)CO2	1	-6	-0.5	2	-0.4	8	1	0
Nc1nc(SCc2ccc(Cl)c(Cl)c2)n[nH]1	7	4	0.2	-7	0.4	-6	nt	4
COc1ccc(NC(=O)C2(C)CCN2C)cc1OC (configuration not stated)	1	-5	0.0	-1	0.0	-1	2	-10
CCCCC(NC(=O)Cc1c(C)c2cc3c(-c4ccccc4)coc3c(C)c2oc1=O)C(=O)O (configuration not stated)	0	-4	0.0	27	nt	-7	-37	-5
CCOC(=O)[C@H]1[C@H]2COc3ccccc3[C@@H]2N2C(=O)CN(Cc3ccc(C)cc3)C(=O)[C@@]12C	12	-3	0.0	-1	nt	i	-50	6
CC1(C)Cc2c(cnn2-c2ccccc2)C(NC(=O)CCN2CCCC2=O)C1 (configuration not stated)	5	10	0.1	-14	nt	-5	-4	-1
Cc1ccc(S(=O)(=O)N2C[C@@H](O)COC[C@@H]3O[C@@H](CC(=O)N[C@@H]4CCN(Cc5ccccc5)C4)CC[C@H]32)cc1	1	6	0.3	10	0.1	-10	-3	-1
COc1ccc2c(c1OC)C(=O)N1C2SC(C)(C)[C@H]1C(=O)NCC(C)C (some centres not stated)	5	-2	0.1	3	nt	-11	10	2
CCCN1CCN(CCCNC(=O)Cn2nc(C)n3c(cc4cc(F)ccc43)c2=O)CC1	-4	3	0.0	21	nt	1	1	8
Cc1ccc(S(=O)(=O)NCc2cccnc2)cc1	0	12	0.0	-4	-0.1	-1	-7	4

Continuation.
smiles	esBAF inh	EWS-Fli inh	Xi reactivation	S100A4 inh HTS	E-sel inducer	RAD52 anneal inh	RAD54 branch	FN deposit inh
CCCC#Cc1cnc2c(c1)C(=O)N([C@H](C)CO)C[C@H](C)[C@@H](CN(C)C(=O)C1CC1)O2	-4	5	0.1	-11	-0.1	9	2	nt
COc1ccc(/C=C/c2c(-c3ccc(OC)cc3)oc(=O)c3cc(OC)c(OC)cc23)cc1	-5	-1	-0.1	-1	-0.1	-3	3	-1
COC(=O)[C@]1(Cc2ccccc2)N[C@H](CN(C)C(C)=O)[C@@H]2C(=O)N(Cc3ccccc3)C(=O)[C@@H]21	-2	-1	-0.2	0	nt	-10	-7	2
CCN(CC)c1ccc(/C=C2\CCC(/C=C(/C#N)C(=O)Nc3ccccc3F)=C2N2CCOCC2)cc1	nt	-4	0.0	-56	4.4	-29	nt	-7
C[C@@H]1CCCCO[C@@H](CN(C)C(=O)Nc2cccc3ccccc23)[C@H](C)CN([C@@H](C)CO)C(=O)c2cc(NS(=O)(=O)c3ccc(F)cc3)ccc2O1	8	3	0.4	-24	-0.2	22	0	-2
C[C@@H]1CN([C@@H](C)CO)S(=O)(=O)c2ccc(-c3cncnc3)cc2O[C@@H]1CN(C)C(=O)c1ccc2c(c1)OCO2	-9	-3	-0.4	5	0.0	10	-1	-4
C[C@@H]1CCCCO[C@H](CN(C)C(=O)c2ccccc2)[C@@H](C)CN([C@@H](C)CO)C(=O)c2cc(NC(=O)Nc3ccc4c(c3)OCO4)ccc2O1	-4	6	0.4	0	0.0	-2	7	nt
CC1CCN(c2nc3ccccn3c(=O)c2C=O)CC1	nt	-3	0.1	-9	nt	-16	nt	10
COC(=O)C1=CN(c2ccc(C)cc2)C(N)=C(C#N)C1c1ccccc1F (configuration not stated)	nt	5	0.0	-1	-0.4	-35	nt	3
Cc1ccc(C)c(CN2C(=O)NC3(CCCCCC3)C2=O)c1	-3	4	0.0	-5	0.2	-5	nt	4
CC/C(C)=N/NS(=O)(=O)c1ccc(C)c([N+](=O)[O-])c1	1	3	1.2	5	1.4	-7	18	-11
C#CCNCCS(=O)(=O)N(Cc1ccc(Br)cc1)[C@@H](C)C(=O)O	1	-3	0.1	-3	-0.2	-16	3	9
